TRb SRC2 PPI: qHTS for Inhibitors of the Interaction of Thyroid Hormone Receptor and Steroid Receptor Coregulator 2; AID 1469, 2008; 280,000 compounds, 0.065% hits; Thyroid hormone receptor beta (Homo sapiens), P10828; Potency, µM (highest dose often 106 µM), inactives show at the top dose activity change, negative = inhibition, usual class: inhibitors; TRbeta-SRC2 peptide binding, fluorescence polarization; receptor liganded with 1 µM T3;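 further: potency means the concentration at half of the fitted maximal effect; plate controls were bound peptide for no effect and peptide without receptor for full effect; nearly all actives have a fitted effect of over 50% in size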
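Read-out is fluorescence polarization (555 nm excitation, 632 nm emission) of a Texas Red SRC2 coactivator peptide; loss of signal reflects blocked binding to human TRb ligand-binding domain in the presence of 1 uM T3.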
CBFb-RUNX1 inh: qHTS Assay for Compounds Blocking the Interaction Between CBF-beta and RUNX1 for the Treatment of Acute Myeloid Leukemia; Runt-related transcription factor 1 (Homo sapiens) + Core-binding factor subunit beta …; AlphaScreen CBFb-His/RUNX1-biotin binding, biochemical; Potency, µM (doses to about 59.8 µM), for the others: top-dose activity, negative = inhibition, actives largely listed as inhibitors; 230,000 tested, under 10 active; AID 1477, 2009; further: % of control where 0% means no effect
Target sequence (Q01196 whole entry, looked up): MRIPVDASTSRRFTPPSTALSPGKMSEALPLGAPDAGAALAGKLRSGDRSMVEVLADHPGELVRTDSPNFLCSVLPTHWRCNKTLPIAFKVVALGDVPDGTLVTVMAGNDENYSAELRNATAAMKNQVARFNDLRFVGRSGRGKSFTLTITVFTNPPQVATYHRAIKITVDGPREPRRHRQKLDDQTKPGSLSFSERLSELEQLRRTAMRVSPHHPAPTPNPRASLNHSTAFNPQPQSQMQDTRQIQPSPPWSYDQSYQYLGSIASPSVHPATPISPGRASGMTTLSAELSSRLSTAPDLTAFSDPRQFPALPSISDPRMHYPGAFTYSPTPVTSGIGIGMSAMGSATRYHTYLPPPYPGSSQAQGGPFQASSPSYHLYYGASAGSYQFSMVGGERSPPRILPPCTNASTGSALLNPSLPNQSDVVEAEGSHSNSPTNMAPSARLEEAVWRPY
Target sequence (Q13951 whole entry, looked up): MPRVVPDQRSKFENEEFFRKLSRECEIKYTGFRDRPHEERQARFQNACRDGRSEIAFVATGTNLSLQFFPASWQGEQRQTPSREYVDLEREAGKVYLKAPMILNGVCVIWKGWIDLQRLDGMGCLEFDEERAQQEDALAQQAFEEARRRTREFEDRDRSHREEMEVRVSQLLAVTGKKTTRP
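AlphaScreen binding: CBFb-His and RUNX1-biotin (30 nM each) preincubated 20 min, compound added for 15 min, then nickel and streptavidin beads for 90 min, all at room temperature. Disruption of the interaction by any mechanism counts as activity.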
NPSR antagonist: qHTS Assay for Antagonists of the Neuropeptide S Receptor: cAMP Signal Transduction; Q6W5P4; CHO-NPSR cells, cAMP TR-FRET, antagonist mode; Potency, µM (highest dose often 38.3 µM), inactives show at the top dose activity change, negative = inhibition, hits mostly inhibitors; 220,000 compounds, 1% hits; AID 1461, 2008; further: potency means the concentration at half of the fitted maximal effect; on the % scale 0 is the no-effect control and ±100 the full control effect; nearly all actives have a fitted effect of over 50% in size; many of its hits are not listed in these tables
TexasRed fluor: Total Fluorescence Counterscreen for Inhibitors of the Interaction of Thyroid Hormone Receptor and Steroid Receptor Coregulator 2; AID 1479, 2009; TRb/SRC2 Texas Red total fluorescence interference; Potency, µM (top dose mostly 106 µM), inactives show at the top dose fluorescence change, negative = quenching; 280,000 compounds, 0.29% hits; active means well fitted curve in either direction with a large enough effect; inconclusive means small, poorly fitted or top-dose-only effect; further: potency means the concentration at half of the fitted maximal effect; on the % scale 0 is the no-effect control and ±100 the full control effect
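Human TRb ligand-binding domain at 0.6 uM with 20 nM Texas Red SRC2 peptide in Tris buffer containing 1 uM T3 and 5% DMSO, incubated with compound 5 h at ambient temperature. Total fluorescence (555/632 nm) calculated as parallel + 2 × perpendicular.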
aGal spleen mod: qHTS Assay for Inhibitors and Activators of Human alpha-Galactosidase From Spleen Homogenate | Alpha-galactosidase A (Homo sapiens), P06280 | human spleen homogenate, 4MU-alpha-Gal fluorescence, 40 min | Potency, µM (series often up to 80 µM), for inactives: at the top dose activity change, negative = inhibition, hits mostly inhibitors | 240,000 compounds, 0.008% hits | AID 2107, 2009;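 further: potency means the concentration at half of the fitted maximal effect; 0% = enzyme with vehicle and -100% = no enzyme basal signal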
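Fluorogenic readout (Ex 365/Em 440 nm) of 4-methylumbelliferone released from 1 mM 4-MU-alpha-galactoside by spleen homogenate, 40 min at 37C, pH 5.0. Data normalized to no-enzyme and enzyme controls; Hill-equation AC50 from compound titrations.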
Tau fluor counter: Counterscreen qHTS for Inhibitors of Tau Fibril Formation, Fluorescence Polarization; tau K18 P301L Alexa594 fluorescence, heparin fibrillization; Potency, µM (titrated, usually from 57.7 µM), without a hit: top-dose activity change, negative = decrease; 280,000 compounds, 0.93% hits; further: potency means the concentration at half of the fitted maximal effect; on the % scale 0 is the no-effect control and ±100 the full control effect; nearly all actives have a fitted effect of over 55% in size
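Human tau K18 P301L (15 uM unlabeled, 0.24 uM Alexa 594-labeled) in 100 mM sodium acetate pH 7 with 20 uM heparin, 6 hr at 37 C. ThT 30 uM added, 1 hr ambient; Alexa 594 FP and total fluorescence read at 555/632 nm.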
Epigenetic derep: Quantitative High-Throughput Screen for Regulators of Epigenetic Control | Potency, µM (doses to about 53.9 µM), inactives show at the highest dose GFP activation, usual class: activators | murine LDR cells, GFP reporter derepression, 30 h | 280,000 compounds, 0.2% hits; further: potency means the concentration at half of the fitted maximal effect; % of control where 0% means no effect; nearly all actives have a fitted effect of over 60% in size
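Readout is the number of GFP-expressing murine LDR cells, counted by cytometry following washing. Cells were treated with compound for 30 h at 37 C; the stably integrated CMV-GFP locus is normally silent.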
Tau fibril FP: qHTS for Inhibitors of Tau Fibril Formation, Fluorescence Polarization; K18 P301L tau heparin fibrillization, Alexa594 FP, 6 h; Potency, µM (highest dose often 57.7 µM), for inactives: at the top dose activity, negative = inhibition, most hits filed as inhibitors; 280,000 compounds, 0.39% hits; AID 1468, 2008; further: potency means the concentration at half of the fitted maximal effect; on the % scale 0 is the no-effect control and ±100 the full control effect; nearly all actives have a fitted effect of over 55% in size
Target sequence (P10636 561-689 P618L limits assumed): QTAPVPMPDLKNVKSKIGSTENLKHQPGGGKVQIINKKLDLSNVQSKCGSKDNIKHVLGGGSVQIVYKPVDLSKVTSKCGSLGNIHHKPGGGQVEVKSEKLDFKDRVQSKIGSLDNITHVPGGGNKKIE
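Human K18 P301L fragment (15 uM unlabeled plus 0.24 uM Alexa 594-labeled) in 100 mM sodium acetate pH 7 with compound, aggregation induced by 20 uM heparin for 6 hr at 37 C. ThT (30 uM) added for 1 hr, then Alexa 594 FP read.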
The depositor's hits bear a star; u = inconclusive; x = not tested or not shown; & = joins results of further samples; [ ] = another dose, or the depositor's remark. Unless noted, the call rests on the fitted dose curve; in most records, active means well fitted curve in the direction sought with a large enough effect; inconclusive means small, poorly fitted or top-dose-only effect, or another doubt; inactive means no such curve, though single readings can be large; an effect the other way counts as inactive or inconclusive. The list is partial; the hit share may differ from the screen's.

no.	Compound	TRb SRC2 PPI	CBFb-RUNX1 inh	NPSR antagonist	TexasRed fluor	aGal spleen mod	Tau fluor counter	Epigenetic derep	Tau fibril FP
1	O=C(O)c1ccccc1NCN1C(=O)C2CC=C(Cl)CC2C1=O (stereo not given)	3%	2%	1%[46.1 µM]	0%	4%	-5%	-1.0%	-4%
2	CCOC(=O)C(Sc1n[nH]c(N)n1)c1ccccc1 (stereo not given)	-9%	3%	-1%[46.1 µM]	-2%	1%	-6%	-7.8%	-4%
3	CC1CCCCN1CCCNC(=O)Cn1ncc2c3ccccc3n(Cc3ccccc3F)c2c1=O (stereo not given)	2%	x	x	-2%	x	-7%	0.0%	-2%
4	CCN(CC(=O)Nc1ccc(NC(C)=O)cc1)C(=O)c1n[nH]c(=O)c2ccccc12	1%	-7%	6%	0%	1%	-2%	-5.2%	-3%
5	CCC(C)NC(=O)CS(=O)Cc1nc(-c2cccc(C)c2)oc1C (stereo not given)	-2%	-3%	4%[46.1 µM]	5%	7%	-6%	7.2%	-1%
6	Oc1ccccc1/C=N/Nc1cccc2cccnc12	3%	-3%	-12%[46.1 µM]	-3%	-10%	13µM*[quencher]	-2.3%	15%
7	CCCc1cc2c(=O)c(-c3ccc4c(c3)OCCO4)coc2cc1OC(=O)c1ccco1	3%	5%	-24%[46.1 µM]	0%	3%	-17%	-3.2%	-4%
8	O=C(NC1CCCCCC1)C(=S)N1CCCC1	-6%	8%	-4%	-4%	1%	-3%	-0.6%	2%
9	Cc1ccc(N(C)C(=O)c2sc3nc4n(c(=O)c3c2C)CCCC4)cc1C	-3%	x	x	2%	x	-17%	0.0%	-11%
10	O=C(NCCO)c1cc([N+](=O)[O-])cc2c1C=Cc1ccccc1O2	-10%	20%	4%	-1%	-4%	-3%	-2.6%	1%
11	Cc1noc(NS(=O)(=O)c2ccc(NC(=O)c3ccc(N4C(=O)c5ccccc5C4=O)cc3)cc2)c1C	-1%	-4%	-1%	-2%	-2%	4%	-3.5%	6%
12	CC(=O)NS(=O)(=O)c1ccc(NC(=O)/C=C/c2ccco2)cc1	-9%	-7%	0%	0%	3%	3%	0.1%	-3%
13	c1ccc(CN2CCOCCOCCOCC2)cc1	-2%	-1%	-7%	0%	0%	-5%	7.7%	-5%
14	Cc1cc(C)nc(N2CCC(C(=O)NCc3ccco3)CC2)n1	1%	-3%	-7%[46.1 µM]	-4%	-5%	6%	1.9%	0%
15	O=C(NCCCN1CCOCC1)C(=O)NCc1ccccc1	5%[53 µM]	9%	-6%	-1%[53 µM]	4%	0%	5.2%	-2%
16	Nc1nnc(-c2ccccc2Cl)s1	3%	0%	-2%[46.1 µM]	0%	-1%	2%	-1.1%	-8%
17	Cc1ccc(NC(=O)NNC(=O)Cn2nc(-c3ccccc3)c(-c3ccccc3)c(C#N)c2=O)cc1	9%	-21%	-11%[46.1 µM]	1%	1%	u	-0.2%	11%
18	CC(C)c1nn2c(=O)cc(O)nc2s1	3%	8%	8%	8%	-4%	6%	1.2%	5%
19	CCn1c(=O)cc(SCC(=O)Nc2ccc(C)cn2)c2ccccc21	0%	2%	-23%	0%	2%	-4%	u	2%
20	Cc1ccc2c(n1)sc1c(-c3ccccc3)c(C#N)c(N)nc12	-6%	5%	-20%[46.1 µM]	-6%	23%	-28%	u	u
21	CN(CCC#N)C(=O)COC(=O)c1cccnc1Nc1ccccc1F	6%	8%	-2%	1%	1%	1%	-0.8%	-2%
22	CC1(C(=O)NCc2ccccn2)C=CCN1C(=O)c1ccccc1 (stereo not given)	1%&7%	1%[2.36 µM]	15%	0%&-6%	6%&-2%	-11%&-15%	-3.1%&0.4%	-13%&-10%
23	O=C(CCS(=O)(=O)c1nc(-c2cccs2)cc(C(F)(F)F)n1)Nc1ccc(Br)cc1	-2%	x	x	-1%	x	-10%	0.7%	-8%
24	COC(=O)COC(=O)c1ccc(O)cc1	-5%	4%	10%[46.1 µM]	0%	-1%	-3%	-5.8%	-1%
25	O=C(O)CN1C(=O)Nc2ccc(Br)cc2C1c1ccccc1 (stereo not given)	7%	0%	-16%[46.1 µM]	1%	-4%	8%	3.0%	5%
26	COc1ccc(Nc2c(C)cccc2C)cc1	-4%	10%	-13%[46.1 µM]	1%	3%	-12%	-1.2%	-1%
27	COc1ccc(C(=O)Nc2ccc3[nH]c(-c4cccc(OC)c4)cc(=O)c3c2)cc1	5%&6%	u	-11%	-6%&-4%	-4%&2%	u	0.7%&4.0%	-9%[81.3 µM]
28	CN1C(=O)c2ccc(C(=O)NCc3ccc4c(c3)OCO4)cc2C1=O	2%	-3%	-3%	0%	-9%	11%	-2.5%	6%
29	Cc1cc(C)nc(N2N=C(c3ccccc3)CC2=O)n1	-3%	-5%	2%	1%	9%	-11%	0.0%	-14%
30	Cc1ccccc1OCC(=O)Nc1ccc(-c2nc3ncccc3o2)cc1	-1%	x	x	2%	x	-17%	-1.6%	u
31	Fc1ccc(OCc2nn3cnnc3s2)cc1	5%	2%	-10%[46.1 µM]	-2%	4%	5%	0.0%	3%
32	CCn1cc(C(=O)NCc2ccccc2OC)c(=O)c2cc(S(=O)(=O)N(C)C)ccc21	-5%	13%	-20%[46.1 µM]	-5%	5%	-9%	0.0%	-2%
33	C=CCn1c(C(C)NC(=O)COC)nc2ccccc21 (stereo not given)	-3%	4%	-4%[46.1 µM]	2%	5%	1%	0.0%	1%
34	CC(C)Oc1ccc(C(=O)NC2CCCCC2)cc1	-3%	-2%	-16%[46.1 µM]	-1%	-3%	-7%	2.2%	5%
35	Cc1ccccc1NC(=O)Cn1c(SCC(=O)Nc2ccc(F)cc2)nc2ccccc21	11%	x	x	-1%	x	-16%	6.1%	u
36	CN(Cc1ccccc1)C(=O)Nc1ccccc1	5%	2%	3%[46.1 µM]	0%	4%	1%	-0.7%	1%
37	Cc1cc(S(=O)(=O)NCCCN2CCOCC2)ccc1F	-1%	4%	-7%[46.1 µM]	-3%	6%	3%	0.0%	-4%
38	COc1ccc(N2Cc3cccc(C(=O)Nc4ccc(C)c(C)c4)c3C2=O)cc1	-3%	x	x	-8%	x	-19%	-0.3%	-5%
39	CCC(C)[C@H]1CNC(=O)C(=O)N1CCCc1cc(OC)c(OC)c(OC)c1 (stereo not given in full)	-10%	18%	5%	-1%	6%	7%	-2.8%	-3%
40	N#Cc1ncc(-c2ccc3c(c2)OCCOCCOCCOCCO3)nc1C#N	2%[53 µM]	-3%	8%	0%[53 µM]	-4%	-21%	u	u
41	NNC(=S)Nc1c(F)cc(F)cc1Br	-2%	-1%	-15%	-2%	4%	-22%	-1.1%	8%
42	Cc1ccc(Cn2c(CN3CCC(C(=O)NCC(C)c4ccccc4)CC3)cc3ccccc32)cc1 (stereo not given)	-3%	x	x	-1%	x	-3%	-1.3%	-3%
43	CCOC(=O)C1CCCN(C(=O)Nc2cccc(Cl)c2)C1 (stereo not given)	4%	4%	7%[46.1 µM]	-1%	-2%	3%	1.1%	9%
44	COc1ccc(-c2nnc(NC(=O)c3ccc(S(=O)(=O)N4CCc5ccccc5C4)cc3)o2)cc1	1%	4%	-21%[46.1 µM]	-9%	0%	-14%	-1.6%	3%
45	COc1ccc(-n2c(=O)c3c4c(sc3n(Cc3cc(C)ccc3C)c2=O)CN(C(C)=O)CC4)c(OC)c1	-4%	x	x	u	x	-3%	4.3%	0%
46	CCOC(=O)c1c(C)[nH]c(C)c1S(=O)(=O)N1CCC(C(=O)Nc2ccccn2)CC1	-9%	x	x	0%	x	1%	0.8%	-3%
47	CCOC(=O)c1cnc2sccn2c1=O	7%	-1%	-3%[46.1 µM]	-3%	-7%	0%	-0.9%	-2%
48	CC(=O)c1ccc(OCC(C)C)c(Cc2c(O)nc(N)[nH]c2=O)c1	1%	1%	-5%[46.1 µM]	u	-6%	-12%	0.0%	8%
49	COc1ccc(C2C(C#N)=C(N)OC3=C2C(=O)CC(C)(C)C3)cc1Cn1nc(C)c([N+](=O)[O-])c1C (stereo not given)	8%	-1%	-6%	4%	7%	-12%	0.0%	3%
50	CCOCCSc1c(C)cnc2c1c(=O)n(C)c(=O)n2C	-12%	x	x	1%	x	-1%	6.2%	-7%

(listing goes on)
no.	Compound	TRb SRC2 PPI	CBFb-RUNX1 inh	NPSR antagonist	TexasRed fluor	aGal spleen mod	Tau fluor counter	Epigenetic derep	Tau fibril FP
51	O=C(CSc1cn(CC(=O)N2CCCCC2)c2ccccc12)NCc1ccc(F)cc1	1%	x	x	0%	x	-6%	2.4%	3%
52	COCCCNc1nc2c(c(=O)n(Cc3ccc(F)cc3)c(=O)n2C)n1C	9%	x	x	-3%	x	-1%	-1.6%	11%
53	CC1CCCN(c2nc3c(c(=O)[nH]c(=O)n3C)n2CCSc2ncccn2)C1 (stereo not given)	2%	11%	-1%	-6%	-3%	-9%	1.1%	-4%
54	CCC(=O)NNc1ncnc2ccccc12	-6%	13%	16%	3%	-3%	-1%	0.0%	5%

Profiles as entered above. Screens in order: TRb SRC2 PPI	CBFb-RUNX1 inh	NPSR antagonist	TexasRed fluor	aGal spleen mod	Tau fluor counter	Epigenetic derep	Tau fibril FP
Entry for CCC(=O)NNc1ncnc2ccccc12 → -6%	13%	16%	3%	-3%	-1%	0.0%	5%
Entry for COCCCNc1nc2c(c(=O)n(Cc3ccc(F)cc3)c(=O)n2C)n1C → 9%	x	x	-3%	x	-1%	-1.6%	11%
Entry for CC1CCCN(c2nc3c(c(=O)[nH]c(=O)n3C)n2CCSc2ncccn2)C1 (stereo not given) → 2%	11%	-1%	-6%	-3%	-9%	1.1%	-4%

Source: PubChem
